KLF5 inhibitor – KLF5 expression inhibitors, primary screen, DLD-1 cells, luminescence; DLD-1 KLF5 promoter-luciferase reporter; inhibition, % at 5 µM; 290,000 tested, 0.23% active;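 active = inhibition above a per-plate limit of that plate's mean compound inhibition plus 3 SD, cut at about 60% in these data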;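 note: 0% = DMSO wells and 100% = LY294002 at 200 µM; higher means less KLF5 promoter-driven luciferase light; inactives centre near -14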
GSK3A inh – blockers of GSK3A enzyme activity – biochemical, luminescence, cell-free homogeneous, HTS, primary screen | Glycogen synthase kinase-3 alpha (Homo sapiens), P49840 | GSK-3 alpha kinase, ADP-Glo luminescence, 60 min | inhibition, % at 10 µM | 320,000 tested, 0.1% active | AID 2650, 2010;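 in the data active = inhibition above about 50%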;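 note: GST-tagged GSK-3 alpha with peptide substrate and 25 µM ATP; 0% = DMSO neutral wells and 100% = GW8510 positive control wells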
Target sequence (P49840 whole entry, looked up): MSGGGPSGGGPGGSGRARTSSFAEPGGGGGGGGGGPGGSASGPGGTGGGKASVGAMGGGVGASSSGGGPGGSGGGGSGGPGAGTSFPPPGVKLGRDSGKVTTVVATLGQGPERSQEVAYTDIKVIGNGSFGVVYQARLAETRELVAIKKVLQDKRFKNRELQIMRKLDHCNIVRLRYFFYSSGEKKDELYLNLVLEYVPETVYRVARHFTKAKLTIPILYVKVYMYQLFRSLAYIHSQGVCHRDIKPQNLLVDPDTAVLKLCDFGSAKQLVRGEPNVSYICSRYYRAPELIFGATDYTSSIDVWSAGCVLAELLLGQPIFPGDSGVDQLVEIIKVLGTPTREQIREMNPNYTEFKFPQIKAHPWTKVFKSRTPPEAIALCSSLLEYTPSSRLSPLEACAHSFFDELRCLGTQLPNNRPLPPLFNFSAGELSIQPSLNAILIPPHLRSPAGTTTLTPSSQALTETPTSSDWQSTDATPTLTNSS
aSyn UTR inh – MLPCN primary screen, SNCA 5' untranslated region; alpha-synuclein 5'UTR reporter, inhibitor activity; inhibition, % (tested at 7.5 µM); 300,000 tested, 0.82% active; in the data active = inhibition above about 60%;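 note: H4 neuroglioblastoma cells stably carrying SNCA 5'UTR luciferase fusion; 0% = DMSO wells and 100% = positive control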
HSP90 inh – HSP90 inhibitors, primary screen, cell lysate, luminescence; Rabbit reticulocyte lysate, luciferase refolding luminescence, 3 h; inhibition, % at 5.6 µM; 290,000 tested, 0.91% active; AID 1789, 2009;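 active = inhibition above the screen-wide mean plus 3 SD, computed separately per campaign, cut at about 16% in these data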;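 note: 0% = DMSO wells and 100% = 60 µM geldanamycin wells; inhibitors lower the luminescence because luciferase stays unfolded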
AI-2 QS modul – Vibrio harveyi AI-2 quorum sensing modulators, primary screen, JMH597 strain, luminescence/OD600 ratio. 300,000 tested, 0.4% active. activity change, % at 7.5 µM. Vibrio harveyi JMH597 AI-2 luminescence/OD600 ratio, 9 h; active compounds read low; strain lacks LuxN and CqsS sensors; 0 = neutral-control median; in the data active = activity change below about -75%, passing the limit was not always enough;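 note: luminescence divided by OD600 gain over 9 h not by final OD600 alone; inactives centre near 13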
IEC-6 tox – cytotoxicity in IEC-6 intestinal epithelial cells, primary screen, cytotoxicity control for KLF5 inhibitor project, cell-based, luminescence; IEC-6 cytotoxicity, luminescence viability; inhibition, % at 5 µM; 290,000 tested, 0.78% active; AID 1825, 2009; in the data active = inhibition above about 22%;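 note: 0% = plate median of test compound wells and 100% = cytotoxic reference compound wells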
HSF-1 act – HSF-1 activators, primary screen, NIH3T3-HGL cells, MG132 stress, luminescence, single point; 300,000 tested, 1.7% active; activation, % at 9 µM; NIH3T3-HGL HSF-1 luciferase reporter, 8 h; 100% = twice DMSO control signal;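 active = mean replicate activation of at least 50% with a set share of replicates each reaching 50%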;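 note: 0% = median of the neutral control wells and 100% = twice that signal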
GSK3beta inhib – human GSK3beta kinase inhibitors, primary screen, biochemical, cell-free homogeneous, HTS. 300,000 tested, 0.038% active. GST-GSK3beta kinase, ADP-Glo luminescence, 60 min; active compounds read low. activity score (negative = inhibition), % at 10 µM. Glycogen synthase kinase-3 beta (Homo sapiens), P49841;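 active = more than half of replicate wells score below -50%, meaning over 50% inhibition versus plate controls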;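 note: 0% = median DMSO wells and -100% = median GW8510 positive control wells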
Target sequence (P49841 whole entry, looked up): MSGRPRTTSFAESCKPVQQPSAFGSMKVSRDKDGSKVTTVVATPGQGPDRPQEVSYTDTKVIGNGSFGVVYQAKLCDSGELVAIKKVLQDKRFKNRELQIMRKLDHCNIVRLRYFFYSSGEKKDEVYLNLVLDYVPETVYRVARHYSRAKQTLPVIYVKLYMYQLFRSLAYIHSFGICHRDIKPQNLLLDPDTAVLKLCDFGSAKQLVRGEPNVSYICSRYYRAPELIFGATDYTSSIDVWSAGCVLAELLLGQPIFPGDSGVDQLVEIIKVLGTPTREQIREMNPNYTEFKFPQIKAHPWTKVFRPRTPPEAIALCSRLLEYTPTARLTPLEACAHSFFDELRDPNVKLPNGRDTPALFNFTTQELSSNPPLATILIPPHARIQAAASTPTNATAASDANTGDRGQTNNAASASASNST
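Test system: GST-tagged human GSK3beta kinase, cell-free; evaluation: activity score scaled between in-plate DMSO and GW8510 controls; measured by: ADP-Glo luminescence; incubation: 60 min reaction, RT; benchmarks: DMSO and 20 µM GW8510; reagent: peptide substrate plus 25 µM ATP (final); medium: Tris/MgCl2 kinase buffer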
HSF1 inh – HSF1 inhibitors in luciferase reporter cells, primary screen, cell-based, NIH3T3, luminescence. 300,000 tested, 0.77% active. NIH3T3-HGL HSE-luciferase, MG132-induced, luminescence 8 h; active compounds read low. activity change, negative = inhibition, % at 7.5 µM (by protocol). AID 2098, 2009;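 active = more than half of replicate wells show activity change below -50%, luminescence cut by over half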;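 note: luciferase reports HSF-1 transcriptional activity via heat shock element; 0% = median of DMSO wells and -100% = zero luminescence signal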
PolyA inh – polyadenylation inhibitors in yeast reporter cells, primary screen, luminescence, S. cerevisiae; calls only at 12 µM; 300,000 tested, 0.02% active; AID 1875, 2009; S. cerevisiae SKY197-pL101 polyadenylation reporter, beta-gal luminescence; efflux-impaired pdr1/pdr3 knockout yeast; score 100 = 6 SD above DMSO;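 active = lowest replicate activity score at least 50, where 100 means six control SD above control mean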;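 note: yeast exposed to compound for 9 h at 30 °C; higher score means more reporter readthrough which indicates perturbed polyadenylation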
* = called active by the depositor. A portion of the library; rates above refer to the full screens.

The opening two compounds, ahead of the listing:
Screening CC(=O)OCC(=O)[C@@]12OC(C)(C)O[C@@H]1CC1C3C[C@H](F)C4=CC(=O)C=CC4(C)[C@@]3(F)C(O)CC12C (stereo partly specified) returned GSK3A inh 2, aSyn UTR inh 12, AI-2 QS modul 12, HSF-1 act -58, GSK3beta inhib -1, HSF1 inh -48 and PolyA inh inactive.
For Cc1ncc([N+](=O)[O-])n1CCOC(=O)c1ccc(Cl)cc1Cl the results were KLF5 inhibitor 3, GSK3A inh 0, aSyn UTR inh -13, HSP90 inh -2, AI-2 QS modul -46, IEC-6 tox 1, HSF-1 act 9, GSK3beta inhib -1, HSF1 inh 12 and PolyA inh inactive.

The list itself, previewed entries included:
Screening CC(=O)OCC(=O)[C@@]12OC(C)(C)O[C@@H]1CC1C3C[C@H](F)C4=CC(=O)C=CC4(C)[C@@]3(F)C(O)CC12C (stereo partly specified) returned GSK3A inh 2, aSyn UTR inh 12, AI-2 QS modul 12, HSF-1 act -58, GSK3beta inhib -1, HSF1 inh -48 and PolyA inh inactive.
For Cc1ncc([N+](=O)[O-])n1CCOC(=O)c1ccc(Cl)cc1Cl the results were KLF5 inhibitor 3, GSK3A inh 0, aSyn UTR inh -13, HSP90 inh -2, AI-2 QS modul -46, IEC-6 tox 1, HSF-1 act 9, GSK3beta inhib -1, HSF1 inh 12 and PolyA inh inactive.
For COc1ccc2c(c1OC)C(=O)N(c1ccc3c(c1)CCC3)C2=O the results were KLF5 inhibitor 5, GSK3A inh 0, aSyn UTR inh -60, HSP90 inh -2, AI-2 QS modul -2, IEC-6 tox 7, HSF-1 act 0, GSK3beta inhib -4, HSF1 inh 1 and PolyA inh inactive.
Screening O=C(O)c1ccc2c3c(ncnc13)-c1ccccc1C2=O returned KLF5 inhibitor -3, GSK3A inh 5, aSyn UTR inh 107*, HSP90 inh 8, AI-2 QS modul -30, IEC-6 tox -1, HSF-1 act 43, GSK3beta inhib -2, HSF1 inh 20 and PolyA inh inactive.
For CCCCc1cc(=O)oc2cc(OCC(=O)Nc3ccccn3)ccc12 the results were KLF5 inhibitor -123, GSK3A inh 0, aSyn UTR inh -17, HSP90 inh -1, AI-2 QS modul 21, IEC-6 tox -2, HSF-1 act -1, HSF1 inh -2 and PolyA inh inactive.
Screening CCNc1sc(S(C)(=O)=O)nc1S(=O)(=O)c1ccc(Cl)cc1 returned KLF5 inhibitor -4, GSK3A inh 0, aSyn UTR inh 25, HSP90 inh -1, AI-2 QS modul 22, IEC-6 tox -6, HSF-1 act 5, GSK3beta inhib 2, HSF1 inh -4 and PolyA inh inactive.
`Cn1c(NCCN2CCOCC2)nc2c1c(=O)n(Cc1cccc(Cl)c1)c(=O)n2C` gave KLF5 inhibitor 4, GSK3A inh -1, aSyn UTR inh 19, HSP90 inh 0, AI-2 QS modul 0, IEC-6 tox 4, HSF-1 act 7, GSK3beta inhib 2, HSF1 inh 4 and PolyA inh inactive.
`CCn1c(CSc2nnc(-c3ccncc3)n2C)nc2cc(C(=O)O)ccc21` gave KLF5 inhibitor 2, GSK3A inh -1, aSyn UTR inh -5, HSP90 inh 2, AI-2 QS modul 30, IEC-6 tox -13, HSF-1 act -9, GSK3beta inhib 0, HSF1 inh 1 and PolyA inh inactive.
`Cc1cccc(C)c1N1CCN(C(=O)c2ccc3c(c2)OCO3)CC1` gave KLF5 inhibitor -26, GSK3A inh 0, aSyn UTR inh 6, HSP90 inh -3, AI-2 QS modul 24, IEC-6 tox 2, HSF-1 act 3, GSK3beta inhib 1, HSF1 inh 2 and PolyA inh inactive.
CCOc1cc(C(=O)NCc2ccc3c(c2)OCO3)cc(OCC)c1OCC was read as KLF5 inhibitor -15, GSK3A inh -1, aSyn UTR inh 17, HSP90 inh -2, AI-2 QS modul -4, IEC-6 tox 4, HSF-1 act 10, GSK3beta inhib -1, HSF1 inh -3 and PolyA inh inactive.
NS(=O)(=O)c1ccc(-c2ccc(/C=N/NC(=O)c3ccc([N+](=O)[O-])cc3)o2)cc1 was read as KLF5 inhibitor 6, GSK3A inh 0, aSyn UTR inh -12, HSP90 inh 0, AI-2 QS modul 4, IEC-6 tox 4, HSF-1 act -14, GSK3beta inhib 0, HSF1 inh 1 and PolyA inh inactive.
`COc1ccc(OCC(=O)Nc2ccc3nc(C)sc3c2)cc1` gave KLF5 inhibitor -18, GSK3A inh -1, aSyn UTR inh -15, HSP90 inh -3, AI-2 QS modul 31, IEC-6 tox -3, HSF-1 act -10, GSK3beta inhib 0, HSF1 inh -7 and PolyA inh inactive.
O=C(c1ccc(Cl)cc1)c1cnc(Nc2ccccc2)s1 was read as KLF5 inhibitor -22, GSK3A inh 8, aSyn UTR inh -159, HSP90 inh -10, AI-2 QS modul 14, IEC-6 tox -2, HSF-1 act 35, GSK3beta inhib 2, HSF1 inh 18 and PolyA inh inactive.
Screening CCCc1cc(C(=O)N(C)CC(=O)Nc2ccc(OCC)c(OCC)c2)sc1C returned GSK3A inh -1, aSyn UTR inh 1, AI-2 QS modul 9, HSF-1 act 2, GSK3beta inhib 4, HSF1 inh 0 and PolyA inh inactive.
`Cc1ccc(CN2C(=O)c3ccccc3NC2c2ccccn2)cc1` (stereo unspecified) gave KLF5 inhibitor -28, GSK3A inh 0, aSyn UTR inh -27, HSP90 inh 4, AI-2 QS modul 28, IEC-6 tox 0, HSF-1 act 27, GSK3beta inhib -2, HSF1 inh 15 and PolyA inh inactive.
`OCCC1CN(Cc2ccn[nH]2)CCN1Cc1ccc(F)c(F)c1` (stereo unspecified) gave KLF5 inhibitor 5, GSK3A inh -2, aSyn UTR inh 19, HSP90 inh -2, AI-2 QS modul 20, IEC-6 tox 1, HSF-1 act -7, GSK3beta inhib 4, HSF1 inh -6 and PolyA inh inactive.
Screening Cn1c(=O)c2c(nc(Cc3ccccc3)n2C)n(C)c1=O returned KLF5 inhibitor -9, GSK3A inh -1, aSyn UTR inh 3, HSP90 inh -2, AI-2 QS modul 19, IEC-6 tox 0, HSF-1 act -7, GSK3beta inhib 2, HSF1 inh 1 and PolyA inh inactive.
Screening O=C(c1ccc2nc(N3CCCCC3)sc2c1)N1CCN(Cc2ccc3c(c2)OCO3)CC1 returned KLF5 inhibitor -83, GSK3A inh -3, aSyn UTR inh 1, HSP90 inh 31*, AI-2 QS modul 33, IEC-6 tox 3, HSF-1 act -41, GSK3beta inhib 0, HSF1 inh -31 and PolyA inh inactive.
Screening Cc1ccc(CN2C(=O)C(Cc3ccccc3)Nc3ncnc(N4CCN(c5ccccc5)CC4)c32)cc1 (stereo unspecified) returned aSyn UTR inh 33, AI-2 QS modul 6, HSF-1 act 25, GSK3beta inhib -3, HSF1 inh 6 and PolyA inh inactive.
`CN(C)CC(CCC(CN(C)C)C(O)(c1ccccc1)c1ccccc1)C(O)(c1ccccc1)c1ccccc1` (stereo unspecified) gave KLF5 inhibitor 2, aSyn UTR inh 101*, HSP90 inh 5, AI-2 QS modul -2, IEC-6 tox 45*, HSF-1 act -9, GSK3beta inhib 4, HSF1 inh -26 and PolyA inh inactive.
For COc1cc(NC(=O)C23CC4CC(C2)CC(n2nnc(C)n2)(C4)C3)c(OC)cc1Cl the results were KLF5 inhibitor -14, GSK3A inh 0, aSyn UTR inh -2, HSP90 inh 0, AI-2 QS modul -5, IEC-6 tox -6, HSF-1 act -6, GSK3beta inhib 1, HSF1 inh -2 and PolyA inh inactive.
`CC1CC(C)CN(CCCNC(=O)c2ccc(CS(=O)(=O)Cc3cccc(Cl)c3)o2)C1` (stereo unspecified) gave KLF5 inhibitor -40, GSK3A inh 0, aSyn UTR inh 17, HSP90 inh 3, AI-2 QS modul 31, IEC-6 tox 7, HSF-1 act 4, GSK3beta inhib -1, HSF1 inh 3 and PolyA inh inactive.
Screening O=C(O)c1ccc(-n2nc(C(F)(F)F)c3c2-c2ccoc2CC3)cc1 returned KLF5 inhibitor -19, GSK3A inh 25, aSyn UTR inh 6, HSP90 inh 1, AI-2 QS modul 39, IEC-6 tox -3, HSF-1 act -21, GSK3beta inhib -3, HSF1 inh -4 and PolyA inh inactive.
`O=C(c1ccc(Cl)c(NC2=NC3CS(=O)(=O)CC3S2)c1)N1CCN(c2ccc(F)cc2)CC1` (stereo unspecified) gave KLF5 inhibitor 7, GSK3A inh 0, aSyn UTR inh 18, HSP90 inh -5, AI-2 QS modul 16, IEC-6 tox -7, HSF-1 act 7, GSK3beta inhib -2, HSF1 inh -5 and PolyA inh inactive.
`COC(=O)C1CCN(C(=O)COC(=O)c2cccc(NS(=O)(=O)c3ccccc3)c2)CC1` gave GSK3A inh 2, aSyn UTR inh 11, AI-2 QS modul 1, HSF-1 act 8, GSK3beta inhib 3, HSF1 inh 10 and PolyA inh inactive.
For CCN(CC)CCn1c(=S)[nH]c2cc(C(=O)NCc3ccc(C)cc3)ccc2c1=O the results were KLF5 inhibitor -47, GSK3A inh -1, aSyn UTR inh 13, HSP90 inh 1, AI-2 QS modul 27, IEC-6 tox -8, HSF-1 act 5, GSK3beta inhib 0, HSF1 inh -3 and PolyA inh inactive.
CCOc1ccc(C(C)NC(=O)C2CCCC2)cc1 (stereo unspecified) was read as KLF5 inhibitor -4, aSyn UTR inh 16, HSP90 inh -1, AI-2 QS modul -1, IEC-6 tox -6, HSF-1 act -1, GSK3beta inhib 0, HSF1 inh -11 and PolyA inh inactive.
`O=C(CCCCCBr)N1CCC(CC2CC(c3cccc(Br)c3)=NO2)(C(=O)NCC2CCCCC2)CC1` (stereo unspecified) gave KLF5 inhibitor -1, GSK3A inh -1, aSyn UTR inh 13, HSP90 inh 2, AI-2 QS modul 24, IEC-6 tox 4, HSF-1 act 10, GSK3beta inhib -1, HSF1 inh 4 and PolyA inh inactive.
O=C(N/N=C/c1ccncc1)C1CC1C(=O)N/N=C/c1ccncc1 (stereo unspecified) was read as KLF5 inhibitor -27, GSK3A inh 1, aSyn UTR inh 9, HSP90 inh 3, AI-2 QS modul -4, IEC-6 tox 1, HSF-1 act 2, GSK3beta inhib -3, HSF1 inh 0 and PolyA inh inactive.
O=C(OC(C(=O)O)C(OC(=O)c1ccccc1)C(=O)NCc1ccccc1)c1ccccc1 (stereo unspecified) was read as KLF5 inhibitor -11, GSK3A inh -6, aSyn UTR inh -11, HSP90 inh -2, AI-2 QS modul 4, IEC-6 tox -5, HSF-1 act 10, GSK3beta inhib 3, HSF1 inh 5 and PolyA inh inactive.
For Cc1ccc(C)c(Cn2c(C(C)O)nc3ccccc32)c1 (stereo unspecified) the results were KLF5 inhibitor 12, GSK3A inh 0, aSyn UTR inh 8, HSP90 inh -1, AI-2 QS modul 12, IEC-6 tox 10, HSF-1 act 11, GSK3beta inhib 1, HSF1 inh -8 and PolyA inh inactive.

Screening results from PubChem BioAssay.
